HADH2 inh: HADH2 (human) dehydrogenase inhibition. Q99714. recombinant HADH2, NADH fluorescence, beta-hydroxybutyryl-CoA. Potency, µM (doses to about 57.1 µM), for the others: at the top dose activity change, negative = inhibition, most hits filed as inhibitors. 73,000 tested, 3.4% active. AID 886; note: potency is the fitted concentration of half-maximal effect; % is set by controls: 0 for no effect and ±100 for the full control effect; nearly all actives have a fitted effect of over 60% in size; many of its hits are not listed in these tables
Target sequence (Q99714 whole entry, looked up, one chain of several): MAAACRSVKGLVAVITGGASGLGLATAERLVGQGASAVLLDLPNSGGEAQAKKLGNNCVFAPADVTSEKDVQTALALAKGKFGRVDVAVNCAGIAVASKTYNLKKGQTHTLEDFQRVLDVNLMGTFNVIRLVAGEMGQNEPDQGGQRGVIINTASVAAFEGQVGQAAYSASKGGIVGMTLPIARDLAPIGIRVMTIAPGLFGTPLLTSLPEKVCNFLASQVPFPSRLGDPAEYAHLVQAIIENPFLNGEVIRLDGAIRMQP
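Activity measured as NADH fluorescence gain (360/450 nm), taken as the change between first and last reads of a 4-min kinetic run. Conditions: pH 9.0 Tris buffer, 20 nM E. coli-expressed His-tagged enzyme, 1 mM NAD+, 90 uM beta-hydroxybutyryl-CoA; 15-min compound preincubation.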
ALOX15 inhib: 15-hLO (ALOX15) enzyme inhibition. 74,000 tested, 1.4% active. Potency, µM (highest dose often 57.1 µM), for the others: top-dose activity change, negative = inhibition, most hits filed as inhibitors. P16050. purified 15hLO-1, xylenol orange hydroperoxide absorbance; note: potency is the fitted concentration of half-maximal effect; % is set by controls: 0 for no effect and ±100 for the full control effect; nearly all actives have a fitted effect of over 55% in size
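Compounds were preincubated 15 min at room temperature with 40 nM purified human enzyme (25 mM Hepes pH 7.5, 0.01% Triton X-100); 50 uM arachidonic acid reacted 6 min. Fe-xylenol orange detection, 30 min, absorbance ratio 573/405 nm.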
Hsp90 Hop PPI: changes Hsp90-Hop TPR2A binding signal, up or down; AlphaScreen TPR2A-His6 binding biotin-Hsp90 C-terminal peptide; 71,000 tested, 0.44% active; AID 595; Potency, µM (titrated, usually from 57 µM), inactives show top-dose activity change, negative = inhibition; active = well fitted curve in either direction with a large enough effect; inconclusive = small, poorly fitted or top-dose-only effect, or another doubt; note: potency is the fitted concentration of half-maximal effect; % is set by controls: 0 for no effect and ±100 for the full control effect; many of its hits are not listed in these tables
HBB splice mod: hemoglobin beta splicing modulation; HBB splicing reporter cell assay, activation; EGFP reporter with mutant IVS2-654 intron; response scale: normalised to 500 nM splice-correcting PNA; Potency, µM (titrated, usually from 46.1 µM), inactives show at the highest dose activation, actives largely listed as activators; 65,000 tested, 0.06% active; note: potency is the fitted concentration of half-maximal effect; 0% is about no effect
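Compounds were applied for 2 days to HeLa EGFP-654 cells, 500/well in Optimem with 2% FCS. The reporter's EGFP is disrupted by mis-splicing of beta-globin intron IVS2-654. Readout: summed well GFP fluorescence from 488 nm laser scanning; reference was 500 nM antisense […] 654 PNA.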
UbGFP stabilizer: proteasome inhibitors stabilizing ubiquitin-GFP reporter. 67,000 tested, under 10 active. Ubiquitin-GFP reporter cells, proteasome inhibition, GFP fluorescence; response scale: untreated = 0%, 10 µM MG-132 = 100%. Potency, µM (highest dose often 45.9 µM), without a hit: top-dose activation (GFP accumulation), hits mostly activators; active = well fitted activation curve with a large enough effect, not every such curve was filed as active; inconclusive = small, poorly fitted or top-dose-only effect, or another doubt; inactive = no such curve, though single readings can be large or run the other way; note: potency is the fitted concentration of half-maximal effect
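GFP accumulation read-out: laser plate cytometry counting ubiquitin(G76V)-GFP-expressing U2OS cells after 4 hr compound exposure at 37 °C. Titrations spanned 46 uM to 2.9 nM; 0% = basal, 100% = 10 uM MG-132; concentration-response curves fitted.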
BRCT PPI green: inhibitors of human BRCA1 BRCT-phosphoprotein interaction (green fluorophore) | P38398 | BRCA1 BRCT-phosphopeptide binding, green fluorescence polarization | Potency, µM (top dose mostly 76.9 µM), without a hit: top-dose activity change, negative = inhibition, actives largely listed as inhibitors | 75,000 tested, 0.05% active | AID 875;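 note: potency is the fitted concentration of half-maximal effect; plate controls were peptide without protein for full effect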
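Fluorescence polarization: His-tagged BRCT (~35 kDa BRCA1 C-terminus, 250 nM) bound to 100 nM fluorescein-labeled phosphorylated 10-aa BACH1 peptide, pH 7.3 phosphate buffer with DTT and Tween 20. Compounds incubated 12 min at room temperature; inhibition read as lowered polarization.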
Epigenetic mod: epigenetic GFP locus derepression in mouse cells | Potency, µM (top dose mostly 46.1 µM), without a hit: at the highest dose GFP derepression (activation) | 68,000 tested, 0.09% active | mouse C127i GFP locus derepression, cytometry, 30 h; note: % of control where 0% means no effect
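Derepression screen: silenced CMV-GFP reporter in murine C127i cells, 30 h compound incubation at 37 C, washed cells imaged by laser-scanning cytometer to enumerate GFP-expressing objects of 20 to 120 um.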
BRCT PPI red: BRCT-phosphoprotein interaction inhibition (red fluorophore); P38398; 75,000 tested, 0.03% active; Potency, µM (highest dose often 76.9 µM), for inactives: at the highest dose activity change, negative = inhibition, hits mostly inhibitors; BRCT-phosphopeptide binding, red fluorescence polarization; note: % is set by controls: 0 for no effect and ±100 for the full control effect
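Fluorescence polarization: 100 nM His-tagged BRCA1 BRCT with 100 nM TAMRA-labelled phospho-BACH1 decapeptide, phosphate buffer pH 7.3 with 150 mM NaCl, DTT, 0.01% Tween 20; 12 min RT. Binding inhibition seen as FP decrease.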
CRE Fsk mod: CRE-bla signaling modulation under forskolin stimulation; Potency, µM (doses to about 38.2 µM), without a hit: at the highest dose activity change, negative = inhibition, most hits filed as activators; 71,000 tested, 2.5% active; CHO CRE-bla reporter (cAMP response element driving beta-lactamase), forskolin EC10, beta-lactamase ratio; active = well fitted activation curve with a large enough effect in the signal ratio, with a control signal flat, not every such curve was filed as active; inconclusive = small, poorly fitted or top-dose-only effect, or effect the other way, or a change in a side signal; the % refers to the signal ratio; note: potency is the fitted concentration of half-maximal effect; % of control where 0% means no effect
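Beta-lactamase reporter under a cAMP responsive element in CHO cells; compounds tested in titration series against EC10 NKH 477, 3 h at 37 °C. Read-out: CCF4 FRET ratio 460nm/530nm (excitation 405nm) giving %Activity, fitted to AC50.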
USP2a inh: USP2a (human) protease inhibition | Potency, µM (doses to about 38.3 µM), without a hit: at the top dose activity change, negative = inhibition, usual class: inhibitors | O75604 | 60,000 tested, 0.1% active | USP2a enzymatic assay, qHTS inhibition;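 note: potency is the fitted concentration of half-maximal effect; nearly all actives have a fitted effect of over 60% in size; plate controls were DMSO for no effect and NEM full inhibition control for full effect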
Target sequence (O75604 whole entry, looked up): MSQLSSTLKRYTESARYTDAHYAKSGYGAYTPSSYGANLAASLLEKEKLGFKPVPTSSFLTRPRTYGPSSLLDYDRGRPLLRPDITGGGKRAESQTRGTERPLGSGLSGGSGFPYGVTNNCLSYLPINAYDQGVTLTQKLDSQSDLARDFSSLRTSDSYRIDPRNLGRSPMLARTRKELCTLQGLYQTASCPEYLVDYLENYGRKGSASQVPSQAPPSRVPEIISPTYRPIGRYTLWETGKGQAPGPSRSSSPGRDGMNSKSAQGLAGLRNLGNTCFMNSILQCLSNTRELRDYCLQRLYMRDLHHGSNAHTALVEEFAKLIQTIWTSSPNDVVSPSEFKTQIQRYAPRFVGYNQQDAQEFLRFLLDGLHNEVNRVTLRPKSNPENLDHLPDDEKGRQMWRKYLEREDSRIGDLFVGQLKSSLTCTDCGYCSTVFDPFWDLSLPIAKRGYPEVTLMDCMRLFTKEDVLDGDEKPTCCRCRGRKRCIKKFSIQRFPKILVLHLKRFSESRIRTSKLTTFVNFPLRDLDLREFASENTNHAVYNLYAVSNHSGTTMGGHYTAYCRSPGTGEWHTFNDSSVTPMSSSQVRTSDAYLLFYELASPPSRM
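Coupled readout: USP2-cleaved Ub-PLA2 (20nM final) turns over NBD C6-HPC (20uM final), Ex 460nm/Em 535nm after 2.5 h, time-zero read flagging artifacts. Enzyme (20nM final, pH 8.0 Tris) given 30 min RT with compound first; NEM defines full inhibition.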
DNA Pol III inh: inhibitors of bacterial DNA polymerase III holoenzyme; reconstituted DNA polymerase III holoenzyme replication, biochemical; 71,000 tested, 0.25% active; Potency, µM (titrated, usually from 57.1 µM), for inactives: at the top dose activity change, negative = inhibition; note: potency is the fitted concentration of half-maximal effect; % is set by controls: 0 for no effect and ±100 for the full control effect
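Reconstituted *E. coli* holoenzyme (0.35 nM Pol III, 1 nM beta, 154 nM SSB, 2 nM primase) was preincubated with compound for 15 min at RT. Synthesis on 1.4 nM ssM13Gori ran 35 min, then was stopped with PicoGreen/EDTA and read as dsDNA fluorescence.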
Active calls of the source: *; ? = inconclusive; / = no result given; [ ] = remark or other dose. Unless noted, calls come from the whole dose curve; as a rule, active = well fitted curve in the direction sought with a large enough effect; inconclusive = small, poorly fitted or top-dose-only effect, or another doubt; inactive = no such curve, though single readings can be large; an effect the other way counts as inactive or inconclusive.

SMILES	HADH2 inh	ALOX15 inhib	Hsp90 Hop PPI	HBB splice mod	UbGFP stabilizer	BRCT PPI green	Epigenetic mod	BRCT PPI red	CRE Fsk mod	USP2a inh	DNA Pol III inh
c1cncc(-c2cncnc2-n2ccnc2)c1	-24%	-5%	-3%	0.8%	-2%	0.3%	-3%[9.22 µM]	2.2%	-6%	-14%	-6%
CCc1c(C)nc2ncnn2c1N1CCCC(C(=O)NCc2ccc3c(c2)OCO3)C1 (configuration not stated)	-13%	-9%	-5%	-0.4%[57.5 µM]	-2%	0.7%	-4%	-4.2%	?	15%	-4%
Cn1c(=O)[nH]c(=O)c2c1nc1n2CCCN1CCc1ccccc1	10%	6%	-8%	2.7%[0.369 µM]	-2%	-0.9%	0%	0.8%	?	6%	0%
CCOC(=O)C1=C(c2ccccc2)Nc2ncnn2C1c1cc(OC)cc(OC)c1OC (configuration not stated)	?	11%	-4%	-4.1%[57.5 µM]	1%	-1.3%	4%	-3.0%	?	?	-4%
CCCOC(=O)C1C2C=CC3(CN(c4cccc(Cl)c4)C(=O)C13)O2 (configuration not stated)	-3%	4%	-5%	-0.1%	-11%	0.2%	0%	-0.9%	1%	/	-1%
CCOc1cc(C)c(S(=O)(=O)Nc2ccc(Cl)cn2)cc1C	3%	-13%	-1%	-3.4%	3%	0.3%	-2%	-0.5%	-2%	3%	-6%
O=S(=O)(c1ccc(S(=O)(=O)N2CCCC2)cc1)N1CCCCCC1	6%	3%	-2%	/	-3%	0.0%	1%	-0.1%	2%	48%[activator]	-3%
CCCC(=O)c1cc2cc(Cl)ccc2oc1=O	9%	1%	?	-2.1%	3%	-0.6%	0%	-2.2%	?	-3%	4%
O=C(Nc1cccc(C(F)(F)F)c1)c1cccnc1N1CCCC1	23%	-6%	1%	-0.3%	2%	-0.3%	0%	1.5%	1%	9%	-1%
CCOc1ccc(N2CC(C(=O)OC)CC2=O)cc1 (configuration not stated)	11%	2%	0%	3.2%	-8%	-1.1%	1%	0.0%	?	-5%	2%
CCn1c(CNc2ccc(C)cc2)nnc1SCC(=O)NCc1ccccc1	25%	-9%	-2%	0.8%	-1%	-1.5%	-1%	0.1%	-6%	5%	-2%
O=C(NCCC1=CCCCC1)C1CCN(S(=O)(=O)c2cccs2)CC1	1%	?	2%	-3.1%	4%	0.3%	-2%	0.9%	?	5%	3%
CC(=O)Nc1ccc(-c2nn[nH]n2)cc1Cl	4%	-7%	-3%	-2.3%	3%	0.9%	-1%	-0.4%	?	-8%	-6%
OC(COC1CCCCC1)CN1CCN(c2ccccc2)CC1 (configuration not stated)	11%	-10%	-3%	0.4%	3%	1.2%	-1%	-0.9%	2%	2%	-4%
OC1CCN(c2ncnc3c2nnn3Cc2c(F)cccc2Cl)CC1	3%	-2%	-3%	-1.9%	1%	5.2%	1%	-1.3%	?	10%	0%
O=C(O)CC(C(=O)O)c1cn(Cc2ccccc2)c2ccccc12 (configuration not stated)	-13%	0%	-5%	-3.3%	0%	-0.1%	0%	-2.2%	?	38%[activator]	-2%
CC(CCc1ccccc1)NC(=O)c1nnc(Cc2ccc(F)cc2)o1 (configuration not stated)	4%	2%	1%	0.1%	3%	-1.2%	5%	-0.6%	-15%	/	-3%
COCCn1c(=O)c(-c2cn(C)c3ccccc23)nc2cnc(Oc3ccc(OC)cc3)nc21	2%	-12%	-5%	1.6%	4%	6.3%	0%[9.22 µM]	-0.9%	?	149%[activator]	-9%
O=C(CSc1nnc(Cc2ccccc2)n1-c1ccc(Cl)cc1)N1CCOCC1	-3%	7%	-1%	-0.3%	-1%	-1.6%	0%	-0.4%	-4%	13%	0%
CCOc1cc(-c2nc(-c3ccc(C)nc3OCC)no2)cc(OCC)c1OCC	14%	-1%	2%	0.7%	-8%	-1.5%	0%	0.2%	6%	9%	-4%
CCOC(=O)N1CCN(c2nnnn2-c2ccccc2)CC1	8%	-1%	-4%	3.5%	-6%	1.4%	0%	0.8%	5%	-2%	-2%
COc1ccc2c(Cl)c(-c3nnc4n3CCCCC4)sc2c1	20%	-9%	-4%	-1.6%	5%	2.0%	-1%	-0.1%	?	-13%	-1%
COC(=O)N1CCC2(CC1)CN(c1ccncc1)C2	7%	2%	-3%	3.3%	2%	-3.3%	9%[9.22 µM]	-0.3%	1%	-2%	-2%
O=c1c2cc(N3CCOCC3)ccc2[nH]c(=S)n1CCN1CCCC1	?	-19%	-7%	2.1%[0.369 µM]	0%	-0.4%	0%	-0.4%	-2%	17%	1%
CC1(C)[C@@H](O)CC[C@@]2(C)[C@H]1CC[C@]1(C)[C@H]2C(=O)C=C2[C@@H]3C[C@@](C)(C(=O)O)CC[C@]3(C)CC[C@@]21C	-1%	/	-5%	/	-2%	/	2%[9.22 µM]	/	?	/	-8%
CC(C)[C@H](Nc1ncnc2nc[nH]c12)C(=O)O	-2%[11.4 µM]	1%[11.4 µM]	-1%[11 µM]	-0.6%[9.22 µM]	-9%[9.17 µM]	-0.2%[15.4 µM]	0%[9.22 µM]	-1.6%[15.4 µM]	-8%[7.6 µM]	/	-5%[11.4 µM]
COCCN(CCOC)c1nc(C)nc2c1nc(-c1ccccc1)n2CCN(C)C	?	25µM*	-5%	-1.1%	6%	-1.9%	/	0.1%	?	/	-4%
O=C(Cn1cc2c(n1)CCCCC2)NCc1ccccc1	5%	-7%	-1%	-0.7%	-9%	-2.6%	-3%	-0.4%	0%	/	-3%
CSc1nc2c(c(=O)[nH]1)C(c1ccncc1)C(C(=O)OC(C)C)=C(C)N2 (configuration not stated)	-1%	5%	1%	2.7%	-3%	2.3%	1%	-0.3%	7%	7%	-2%
CC(=O)Nc1ccc(NS(=O)(=O)c2ccc(Cl)c(C(=O)O)c2)cc1	-10%	-10%	0%	2.4%	0%	-1.2%	5%	1.3%	-2%	-3%	-3%
COCCn1c(=O)cnc2cnc(N3CCOCC3)nc21	-7%	14%	-4%	-0.5%	7%	-0.2%	-3%[9.22 µM]	0.4%	-7%	12%	-7%
CCCn1c(CCc2ccccc2)nnc1SCC(=O)N1CCOCC1	1%	8%	-3%	-1.1%	8%	-1.6%	0%	-0.2%	-10%	2%	-2%
Cc1nnc(SCCn2c(Br)nc3c2c(=O)[nH]c(=O)n3C)s1	-3%	11%	-2%	0.2%[0.369 µM]	/	-2.2%	-2%	-0.6%	?	2%	-1%
CC(=O)OC1CC(C)N(C(=O)c2ccccc2)c2ccc(C)cc21 (configuration not stated)	20%	13%	0%	-0.3%[57.5 µM]	5%	-0.8%	2%	0.4%	13%	/	-5%
CN1CCC(NC(=O)c2cccs2)CC1	8%	-3%	0%	-0.3%	-5%	0.6%	/	0.5%	-1%	/	-4%
CCNc1nc(-c2ccc(Cl)cc2)cs1	3.2µM*	?	-3%	-0.1%[57.5 µM]	-4%	-1.9%	0%	-1.7%	1%	-1%	-1%
CC(OC(=O)c1nsc(Cl)c1Cl)C(=O)NCc1ccco1 (configuration not stated)	-8%	0%	-3%	-0.1%	3%	-1.7%	0%	0.0%	-12%	-1%	-6%
O=C1NC(c2ccc3c(c2)OCO3)Oc2ccccc21 (configuration not stated)	-22%	5%	1%	3.1%[1.84 µM]	15%	0.5%	0%	-0.4%	14%	-5%	3%
CCN(CC)C(NC(=O)c1ccccc1)C(=O)c1ccccc1 (configuration not stated)	5%	5%	-2%	3.7%[57.5 µM]	-5%	-2.5%	0%	-2.8%	-9%	/	-2%
Cc1c(C(=O)Nc2ccccc2N2CCOCC2)sc2nc3n(c(=O)c12)CCC3	10%	11%	-1%	0.3%[57.5 µM]	-3%	-1.3%	1%	-0.9%	4%	-1%	-5%

Source: PubChem

The list is partial; rates above refer to the full screens.
